Bim-Bcl-2: inhibitors of Bim-Bcl-2 binding, primary screen, biochemical, multiplexed, human Bcl-2 family | Bead-based flow cytometry, Bim peptide-Bcl-2 binding | inhibition, % at 10 µM | 190,000 compounds, 0.06% hits; in the data active means inhibition above about 40%;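 further: 0% = no compound wells with probe peptide and 100% = reference peptide inhibitor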
Target sequence (P10415 whole entry, looked up): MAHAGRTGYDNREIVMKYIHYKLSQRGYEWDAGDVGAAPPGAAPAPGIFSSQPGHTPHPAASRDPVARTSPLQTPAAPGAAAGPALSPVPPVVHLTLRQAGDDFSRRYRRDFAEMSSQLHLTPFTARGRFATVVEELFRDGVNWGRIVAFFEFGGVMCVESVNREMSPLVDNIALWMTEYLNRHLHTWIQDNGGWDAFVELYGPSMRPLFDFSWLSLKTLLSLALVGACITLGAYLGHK
Bfl-1 Bim block: inhibitors of Bim binding to Bfl-1, primary screen, biochemical, multiplexed, bead-based flow cytometry. inhibition, % at 10 µM. 190,000 compounds, 0.12% hits. Bcl-2-related protein A1 (Homo sapiens), Q16548. Bim-Bfl-1 binding inhibition;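 further: 0% = wells without compound plus tracer and 100% = blocker peptide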
Cdc42 wt: modulators of GTP binding to wildtype Cdc42, primary screen, biochemical, multiplex bead flow cytometry, Bodipy-GTP. Cell division control protein 42 homolog (Homo sapiens), P60953. GST-Cdc42 beads; actives lie on both sides. percent activity (GTP binding), % at 10 µM. 190,000 compounds, 0.2% hits;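 active means percent activity GTP binding at least 20 points away from the 100% baseline, either down as inhibitor or up as activator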;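 further: median bead fluorescence of bound Bodipy-FL-GTP at 100 nM; 0% = excess unlabeled GTP control and 100% = no compound control; below 100% means less GTP binding so inhibitor and above means activator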
Target sequence (P60953 whole entry, looked up): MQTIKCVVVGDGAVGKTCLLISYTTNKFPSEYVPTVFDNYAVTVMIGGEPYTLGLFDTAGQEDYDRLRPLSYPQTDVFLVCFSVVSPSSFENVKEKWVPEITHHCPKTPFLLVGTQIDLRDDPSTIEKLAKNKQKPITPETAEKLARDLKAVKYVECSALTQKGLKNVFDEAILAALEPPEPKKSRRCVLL
Rac1 wt GTP bind: wildtype Rac1 GTP binding modulators, primary screen, biochemical, GST-Rac1 beads, flow cytometry, multiplex. AID 757, 2007. GTP binding activity (% of control), % at 10 µM. fluorescent GTP binding; actives lie on both sides; 0 = cold GTP competed, 100 = untreated. 190,000 compounds, 0.27% hits;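 active means GTP binding activity at least 20 points away from the 100% control level, either lower or higher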
Bim-Bcl-W: inhibitors of Bim binding to Bcl-W, primary screen, biochemical, multiplexed, bead-based flow cytometry | Bcl-2-like protein 2 (Homo sapiens), Q92843 | 190,000 compounds, 0.02% hits | inhibition, % at 10 µM | Bim peptide-Bcl-W binding;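 further: 0% = bound tracer without compound and 100% = peptide blocker; higher means less fluorescent Bim peptide bound to Bcl-W beads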
Rab2 wt GTP: modulators of GTP binding to Rab2A wildtype, primary screen, biochemical, dog, bead-based flow cytometry, multiplex. 190,000 compounds, 0.19% hits. GST-Rab2 wt beads, Bodipy-GTP binding. Ras-related protein Rab-2A (Canis lupus familiaris), P61105. GTP binding activity, % at 10 µM;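 active means GTP binding activity at least 20 points away from 100%, either lowered or raised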;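 further: 0% = beads with excess unlabeled GTP and 100% = no-compound control corrected for plate trend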
Bim-Bcl-B: inhibitors of Bim-Bcl-B binding, primary screen, biochemical, multiplexed, human Bcl-2 family; AID 951, 2007; 190,000 compounds, 0.073% hits; Bcl-2-like protein 10 (Homo sapiens), Q9HD36; inhibition, % at 10 µM; bead-based flow cytometry, Bim peptide-Bcl-B binding;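 further: 0% = tracer peptide without compound and 100% = reference inhibitor peptide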
Target sequence (Q9HD36 whole entry, looked up): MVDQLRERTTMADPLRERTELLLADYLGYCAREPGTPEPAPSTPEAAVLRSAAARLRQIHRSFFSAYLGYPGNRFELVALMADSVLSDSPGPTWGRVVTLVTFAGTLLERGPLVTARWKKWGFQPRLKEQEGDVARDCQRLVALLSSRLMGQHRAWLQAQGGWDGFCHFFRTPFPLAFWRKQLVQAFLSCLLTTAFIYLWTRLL
Rac1 mut GTP: GTP binding modulators of activated mutant Rac1, primary screen, biochemical, bead-based flow cytometry, multiplex, fluorescent GTP. percent activity (GTP binding), % at 10 µM. 190,000 compounds, 0.11% hits. AID 764, 2007. GST-Rac1 activated beads; actives lie on both sides; 100% means binding = to untreated wells. Ras-related C3 botulinum toxin substrate 1 (Homo sapiens), P63000;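 active means GTP binding at least 20 percentage points away from the 100% baseline, in either direction, so actives lie on both sides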
Bcl-XL Bim block: inhibitors of Bim-Bcl-XL binding, primary screen, biochemical, multiplexed, bead flow cytometry, human Bcl-XL. Bim peptide-Bcl-XL binding, fluorescence. inhibition, % at 10 µM. 190,000 compounds, 0.04% hits. AID 1007, 2008
Target sequence (Q07817 whole entry, looked up): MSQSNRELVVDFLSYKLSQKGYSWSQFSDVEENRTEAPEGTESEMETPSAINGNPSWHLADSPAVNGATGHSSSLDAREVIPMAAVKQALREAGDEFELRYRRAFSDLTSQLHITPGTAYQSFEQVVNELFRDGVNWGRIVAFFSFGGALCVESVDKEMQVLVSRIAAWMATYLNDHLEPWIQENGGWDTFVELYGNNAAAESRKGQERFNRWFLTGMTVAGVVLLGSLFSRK
Rab7 wt GTP bind: modulators of GTP binding to Rab7, primary screen, biochemical, wildtype, multiplex bead flow cytometry. Rab7 GTPase wild type (dog), Bodipy-FL-GTP binding. GST-Rab7 beads, fluorescent GTP binding; actives lie on both sides; untreated = 100%, excess cold GTP = 0%. GTP binding activity (percent of control), % at 10 µM. 190,000 compounds, 0.055% hits. AID 758, 2007;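 active means fluorescent GTP binding to Rab7 beads changed by at least 20 points from the 100% baseline, either direction, mostly lower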;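 further: median green fluorescence of bound Bodipy-FL-GTP per Rab7 bead population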
HRas wt GTP bind: modulators of GTP binding to HRas wildtype, primary screen, biochemical, bead-based flow cytometry, multiplex. GTPase HRas (Homo sapiens), P01112. GST-Ras wt beads, Bodipy-FL-GTP binding; actives lie on both sides. GTP binding activity, % at 10 µM. 190,000 compounds, 0.14% hits;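 active means GTP binding activity at least 20% away from the 100% baseline, either lowered as inhibitor or raised as activator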;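 further: 0% = unlabeled GTP competition control and 100% = no-compound control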
* marks the source's active call; other numbers are inactive results. Unless noted, no stated cut-off is given here; in the data, active means inhibition above about 40%.

#	SMILES	Bfl-1 Bim block	Bim-Bcl-W	Rab7 wt GTP bind	Cdc42 wt	Rac1 wt GTP bind	Bim-Bcl-2	Rac1 mut GTP	Rab2 wt GTP	Bim-Bcl-B	HRas wt GTP bind	Bcl-XL Bim block
1	CCOC(=O)c1cnn(-c2nc(CC)nc3sc4c(c23)CCC4)c1N	-9	3	99	98	98	-4	95	100	-4	103	4
2	Cc1ccc(S(=O)(=O)N(C)CC(=O)N2CCc3ccccc32)cc1	-12	0	99	100	101	-9	96	100	-8	100	-5
3	O=C(CSc1ccccc1F)NC(=O)NCc1ccco1	-1	0	103	96	100	-1	95	96	-4	99	-2
4	COc1ccc(N2CCN(C(CNS(C)(=O)=O)c3ccco3)CC2)cc1 (stereo not given)	0	-3	93	99	100	-2	94	99	-5	97	0
5	O=C(CN1CCN(Cc2ccc3c(c2)OCO3)CC1)N1CCc2[nH]c3ccccc3c2C1	2	4	101	105	105	1	99	101	3	101	1
6	CCOc1ncccc1C(=O)OCc1ccc([N+](=O)[O-])cc1	-5	0	101	99	99	0	96	97	-3	98	-2
7	COc1cc2[nH]c(=O)n(Cc3ccc(C(=O)NCCCN4CCN(C)CC4)cc3)c(=O)c2cc1OC	-4	2	102	103	106	5	100	99	2	100	2
8	O=C(NC1CC1)C1CCCN1C(=O)NC1CCCCC1 (stereo not given)	4	-2	92	96	93	2	93	94	10	94	1
9	Cc1ccc(S(=O)(=O)N2CCCOC2CNC(=O)C(=O)NCc2cccnc2)cc1 (stereo not given)	-2	-2	102	98	106	-4	99	99	-9	102	-4
10	Cc1nc2ccccn2c1C(=O)NN=C1C2CC3CC(C2)CC1C3	-11	-3	103	102	109	-25	101	102	-11	106	-9
11	CCOc1ccc(S(=O)(=O)NCCC(=O)OC(C)C(=O)N2CCc3ccccc32)cc1 (stereo not given)	0	0	108	107	106	-4	104	107	0	106	-2
12	CCCCn1c(=O)[nH]c(=O)c2c1nc(-c1ccncc1)n2CCOC	-1	1	102	101	101	2	97	101	0	101	3
13	CCc1cccc(CC)c1N(COC)C(=O)Cn1nnc2ccccc21	-2	0	106	102	103	-3	98	104	0	103	0
14	Cc1ncc([N+](=O)[O-])n1Cc1cccc2ccccc12	-4	-2	101	98	99	0	96	94	-2	99	-2
15	Cc1ccsc1/C=N/Nc1nc(=O)[nH]nc1C	-1	2	102	97	98	1	93	96	-1	97	0
16	O=C(Nc1ccccc1)N1CCCC1	-6	1	98	102	105	-5	100	99	-6	102	-6
17	CCn1c(NC(=O)Nc2ccccc2OC)nc2ccccc21	0	0	98	99	96	3	96	96	0	99	0
18	Cc1cnc(C(=O)OCC(=O)N2c3ccccc3CC2C)cn1 (stereo not given)	-9	-7	98	97	101	-6	97	97	-6	98	-8
19	CC(C)(C)OC(=O)C(Cl)(C(=O)OC(C)(C)C)c1ccc2nnnn2n1	1	-1	97	89	97	-1	93	93	-1	91	-1
20	O=C1NC2(CCCCC2)C(=O)N1Cc1ccc([N+](=O)[O-])cc1	0	-3	98	102	106	-4	102	102	-4	103	-6
21	COc1ccc(OC)c(S(=O)(=O)NC(N)=NCCc2ccccc2)c1	-4	1	104	100	103	0	101	99	-2	100	1
22	COc1ccc(NC(=O)Cc2ccc(-c3ccccc3)cc2)cn1	-5	0	97	94	92	0	91	103	-2	92	0
23	O=C(c1ccc(Cl)c(S(=O)(=O)N2CCCC2)c1)N1CCN(c2ccccc2)CC1	-4	-1	96	96	97	-2	96	98	0	96	0
24	CS(=O)(=O)N(Cc1ccco1)CC(O)Cn1c2ccccc2c2ccccc21 (stereo not given)	-1	0	100	101	103	-8	98	101	-2	101	4
25	Cc1nc2ccc(-n3ccc(=O)cc3)cc2s1	-5	-6	96	96	97	0	96	97	-9	97	-13
26	Cc1ccc(S(=O)(=O)N(C)CCCC(=O)NCc2ccc3c(c2)OCO3)cc1	-4	-6	96	96	95	-7	95	95	-13	96	-14
27	O=C(CCCN1C(=O)/C(=C/c2cccs2)SC1=S)Nc1cccnc1	-9	-1	97	96	98	-3	93	98	-4	95	-3
28	CCOc1ccccc1N1CCN(S(=O)(=O)c2cccc3nsnc23)CC1	-11	1	97	99	96	-6	91	97	-9	98	-2
29	CCn1c2ccccc2c2cc(C3C(C#N)=C(C)NC(C)=C3C#N)ccc21	0	-1	102	108	102	1	99	107	0	106	0
30	Cc1ccc(C23OC(=O)C(C)(C)C2OC(=O)C3(C)C)cc1 (stereo not given)	-3	-5	103	105	107	-4	101	106	-8	105	-6
31	CC1(C)CC(=O)C2=C(C1)OC(N)=C(C#N)C21CCN(C(=O)OCc2ccccc2)CC1	0	0	104	101	98	-2	98	103	-3	101	0
32	CC1CCN(C(=O)COC(=O)CCc2c[nH]c3ccccc23)CC1	9	2	94	95	97	4	94	97	6	97	4
33	Cc1cc(S(=O)(=O)N2CCCC2)ccc1OCC(=O)NC1CCCC1	1	-1	97	96	96	-4	92	95	0	97	-2
34	Cc1cc(C)c2c(c1)cc(C)c1nnc(SCC(=O)Nc3ccc(S(=O)(=O)N4CCCCC4)cc3)n12	-16	-8	98	98	104	-8	99	101	-12	102	-9
35	O=C(Nc1cccc(Cl)c1)Nc1nccs1	-3	-1	102	100	102	-2	99	101	-1	101	-4
36	C=CCN1CC(c2nc3ccccc3n2Cc2ccccc2)CC1=O (stereo not given)	-4	-1	96	105	104	-7	103	100	-4	101	3
37	CC(C)c1nccn1S(=O)(=O)c1cccc([N+](=O)[O-])c1	9	-1	95	96	98	1	99	98	3	97	0
38	CCOc1cc(/C=N/NC(=O)CSc2nncn2C)ccc1OC(=O)c1ccc(Cl)cc1	0	0	100	102	104	2	98	95	21	100	0
39	CNCCc1ccccn1	3	-1	92	102	99	0	98	100	-1	97	-2
40	O=C(NCc1ccc(F)cc1)C1CCN(S(=O)(=O)c2ccc3c(c2)OCCCO3)CC1	-5	-2	98	101	101	-7	99	98	-5	99	-3
41	CCOC(=O)c1nnn(-c2nonc2N)c1CN(CC)c1ccccc1	-10	0	99	101	100	-5	99	98	-3	101	-8
42	O=C(Cn1cccc1C(=O)c1ccccc1)NCc1cccs1	-3	-1	98	100	101	-4	99	100	-1	101	0
43	CN(C)CCCN1C(=O)C(=O)/C(=C(/O)c2ccncc2)C1c1cccc(Br)c1 (stereo not given)	-8	2	102	101	102	-7	98	99	-5	100	1
44	CCOC(=O)C1(CC)NC(c2ccco2)C2C(=O)N(CC)C(=O)C21 (stereo not given)	-17	-2	101	104	106	-11	101	101	-8	101	-3
45	Cc1nc2ccc(S(=O)(=O)N(C)CC(=O)Nc3ccccc3F)cc2s1	-4	-2	105	94	95	-2	97	97	0	98	-1
46	CCc1cc(C(=O)O)c(NC(=O)/C=C/c2ccc(OC)c(OC)c2)s1	-7	-1	96	100	94	-1	95	92	-3	95	-2
47	CCOc1ccccc1NC(=O)CSc1nnc(Cc2cccn2C)n1-c1ccc(F)cc1	-9	0	101	99	105	-9	103	98	-5	100	-3
48	COc1ccc(NC(=O)c2oc3ccccc3c2C)c(OC)c1	-2	-1	93	94	88	-3	92	94	2	92	-4

Record cards, as listed above.
CCc1cc(C(=O)O)c(NC(=O)/C=C/c2ccc(OC)c(OC)c2)s1 across the screens: Bfl-1 Bim block: -7; Bim-Bcl-W: -1; Rab7 wt GTP bind: 96; Cdc42 wt: 100; Rac1 wt GTP bind: 94; Bim-Bcl-2: -1; Rac1 mut GTP: 95; Rab2 wt GTP: 92; Bim-Bcl-B: -3; HRas wt GTP bind: 95; Bcl-XL Bim block: -2
CCOc1ccccc1NC(=O)CSc1nnc(Cc2cccn2C)n1-c1ccc(F)cc1 across the screens: Bfl-1 Bim block: -9; Bim-Bcl-W: 0; Rab7 wt GTP bind: 101; Cdc42 wt: 99; Rac1 wt GTP bind: 105; Bim-Bcl-2: -9; Rac1 mut GTP: 103; Rab2 wt GTP: 98; Bim-Bcl-B: -5; HRas wt GTP bind: 100; Bcl-XL Bim block: -3

Next records:
#	SMILES	Bfl-1 Bim block	Bim-Bcl-W	Rab7 wt GTP bind	Cdc42 wt	Rac1 wt GTP bind	Bim-Bcl-2	Rac1 mut GTP	Rab2 wt GTP	Bim-Bcl-B	HRas wt GTP bind	Bcl-XL Bim block
49	NC(=O)c1ccsc1NC(=O)C1CCCCC1	-10	-4	103	100	102	-5	96	101	-5	101	-3
50	O=C(CSc1ncnc2ccccc12)NCC(=O)c1ccccc1	-4	-3	94	97	97	0	97	97	-5	95	-4
51	CCOC(=O)c1ccc(NC(=O)c2cn(CCC#N)nc2-c2ccc3c(c2)OCCO3)cc1	-11	-5	100	102	102	-4	101	100	-10	100	-6
52	Cc1ccc(CS(=O)(=O)CCC(=O)NCCCN2CCCC2)cc1	-16	-1	102	103	104	-12	97	101	-9	101	-3
53	O=C(Cn1nc(C(F)(F)F)c2c1CCCC2)NC1CCCC1	-1	0	98	102	104	0	100	101	1	101	2
54	COC(=O)c1cccc(NC(=O)CN2CCC(NC(=O)c3cc(OC)c(OC)c(OC)c3)CC2)c1	-9	4	101	106	107	-6	101	102	-3	103	3
